PAFAH1B3 inh = PAFAH1B3 (human) inhibition | Q15102 | recombinant PAFAH1B3, FP-rhodamine probe, fluorescence polarization | inhibition, % at 3.39 µM | 340,000 compounds, 0.28% hits | AID 492972;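 active means inhibition above the screen-wide average of all tested compounds plus 3 SD, cut at about 25% in these data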;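 further: 0% = enzyme with DMSO only and 100% = wells lacking PAFAH1B3 protein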
LYPLA1 inh = LYPLA1 (human) inhibition in PME1 counter-screen; O75608; recombinant LYPLA1, FP-Rh probe fluorescence polarization; inhibition, % at 5.9 µM; 320,000 compounds, 0.16% hits;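 active means inhibition above the mean of all tested compounds plus 3 SD, set per campaign, cut at about 14% in these data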;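 further: inhibitors block serine hydrolase probe labeling of LYPLA1 so polarization falls; 0% = enzyme with DMSO and 100% = wells lacking LYPLA1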
PAD4 inh = PAD4 (human) enzyme inhibition. Q9UM07. inhibition, % at 6.36 µM. AID 485272. recombinant PAD4, RCA probe fluorescence polarization. 330,000 compounds, 0.41% hits;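 active means percent inhibition above a cutoff equal to the mean of all tested compounds plus 3 SD, cut at about 15% in these data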;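 further: 0% = PAD4 with RCA probe and DMSO and 100% = probe without PAD4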
Target sequence (Q9UM07 whole entry, looked up): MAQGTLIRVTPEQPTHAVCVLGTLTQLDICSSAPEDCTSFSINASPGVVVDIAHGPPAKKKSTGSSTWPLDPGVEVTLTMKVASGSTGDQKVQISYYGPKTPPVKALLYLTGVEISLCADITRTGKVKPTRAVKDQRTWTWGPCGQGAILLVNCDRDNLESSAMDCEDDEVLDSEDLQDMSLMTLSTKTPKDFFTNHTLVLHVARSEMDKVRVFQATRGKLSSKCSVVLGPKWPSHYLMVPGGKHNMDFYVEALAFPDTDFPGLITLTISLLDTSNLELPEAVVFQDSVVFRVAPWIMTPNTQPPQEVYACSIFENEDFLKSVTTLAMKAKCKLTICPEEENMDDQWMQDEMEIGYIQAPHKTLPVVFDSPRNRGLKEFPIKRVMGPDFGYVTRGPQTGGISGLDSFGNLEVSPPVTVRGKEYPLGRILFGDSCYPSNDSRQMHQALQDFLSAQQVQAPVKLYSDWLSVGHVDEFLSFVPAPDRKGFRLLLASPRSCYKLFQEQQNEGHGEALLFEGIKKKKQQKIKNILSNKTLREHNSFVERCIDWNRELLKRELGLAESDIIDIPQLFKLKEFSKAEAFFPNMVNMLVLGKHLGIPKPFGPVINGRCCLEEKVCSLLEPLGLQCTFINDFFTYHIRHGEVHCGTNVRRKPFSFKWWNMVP
PREPL inhibitor = inhibitors of human prolyl oligopeptidase-like enzyme PREPL. Q4J6C6. recombinant PREPL, fluorescence polarization activity-based probe. inhibition, % at 5.96 µM. 320,000 compounds, 0.68% hits. AID 2751; in the data active means inhibition above about 43%;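 further: 0% = enzyme with DMSO and 100% = wells lacking enzyme; many of its hits are not listed in these tables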
PME-1 inh = PME-1 (human) inhibition; AID 2130; Q9Y570; 320,000 compounds, 0.53% hits; inhibition, % at 5.9 µM; recombinant PME-1, FP-Rh probe fluorescence polarization;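 active means inhibition above the campaign mean of all compounds plus 3 SD, cut at about 26% in these data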;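 further: competitive labeling of PME-1 active site by serine hydrolase directed probe; 0% = PME-1 with DMSO and 100% = wells lacking PME-1 enzyme; inhibitors block probe labeling so polarization falls and inhibition rises; many of its hits are not listed in these tables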
PAFAH1B2 inh = blocks human PAF acetylhydrolase 1b catalytic subunit 2 | recombinant PAFAH1B2, FP-rhodamine activity probe, fluorescence polarization | inhibition, % at 3.39 µM | P68402 | 340,000 compounds, 1.2% hits;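 active means inhibition above the mean of all tested compounds plus 3 SD, cut at about 24% in these data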;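 further: 0% = enzyme with DMSO and 100% = wells lacking PAFAH1B2; many of its hits are not listed in these tables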
Target sequence (P68402 whole entry, looked up): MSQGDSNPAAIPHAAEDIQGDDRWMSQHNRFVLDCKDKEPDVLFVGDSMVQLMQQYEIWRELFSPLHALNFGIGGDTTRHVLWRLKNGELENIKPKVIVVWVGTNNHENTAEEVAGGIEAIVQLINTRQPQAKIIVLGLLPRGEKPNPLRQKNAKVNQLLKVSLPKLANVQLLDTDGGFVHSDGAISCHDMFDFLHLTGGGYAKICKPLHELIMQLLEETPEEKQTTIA
GSTO1 counter = blocks human GSTO1 in RBBP9 counter-screen; P78417; recombinant GSTO1, activity-based probe fluorescence polarization; inhibition, % at 5.96 µM; 300,000 compounds, 1.1% hits; AID 1974;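 active means inhibition above the campaign mean inhibition plus 3 SD, cut at about 35% in these data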;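 further: 0% = GSTO1-1 with DMSO and 100% = wells lacking GSTO1-1 enzyme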
LYPLA2 inh = blocks human lysophospholipase 2, a PME1 counter-screen | inhibition, % at 5.9 µM | recombinant LYPLA2, FP-Rh probe fluorescence polarization | O95372 | 320,000 compounds, 0.38% hits;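 active means inhibition above the screen-wide mean plus 3 SD, limit set per campaign, cut at about 26% in these data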;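 further: 0% = LYPLA2 with DMSO and 100% = wells lacking LYPLA2 enzyme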
pPAFAH inh = pPAFAH (human) enzyme inhibition; inhibition, % at 3.39 µM; 330,000 compounds, 1.5% hits; recombinant pPAFAH, FP-rhodamine probe fluorescence polarization;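 active means inhibition above the mean inhibition across the screen plus 3 SD, cut at about 25% in these data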;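 further: inhibitors block binding of the rhodamine activity-based probe so polarization drops; 0% = enzyme with DMSO and 100% = wells lacking pPAFAH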
Active calls of the source: *. An excerpt (hit frequency here may not be typical).

A first look, 4 compounds:
What do the screens show for `Cc1ccc(S(=O)(=O)n2ccc3cccnc32)cc1`?
PAFAH1B3 inh: 0; LYPLA1 inh: 5; PAD4 inh: -8; PREPL inhibitor: -2; PME-1 inh: -7; PAFAH1B2 inh: 7; GSTO1 counter: 0; LYPLA2 inh: 1; pPAFAH inh: 2

What do the screens show for `O=C1OCC=C1NNC(=O)c1cccnc1`?
PAFAH1B3 inh: 0; LYPLA1 inh: -1; PAD4 inh: -4; PREPL inhibitor: 14; PME-1 inh: -2; PAFAH1B2 inh: 3; GSTO1 counter: -6; LYPLA2 inh: 3; pPAFAH inh: 0

How did COc1ccccc1OCC(=O)Nc1ccc(S(=O)(=O)NC(C)=O)cc1 do in these assays?
PAFAH1B3 inh: 8; LYPLA1 inh: -1; PAD4 inh: 4; PREPL inhibitor: 8; PME-1 inh: -2; PAFAH1B2 inh: 0; GSTO1 counter: 2; LYPLA2 inh: 0; pPAFAH inh: 0

What do the screens show for `CN(C)CCCN(C(=O)c1ccc(S(=O)(=O)N(C)C)cc1)c1nc2ccc(F)cc2s1`?
PAFAH1B3 inh: 9; LYPLA1 inh: -5; PAD4 inh: 0; PREPL inhibitor: 20; PME-1 inh: 3; PAFAH1B2 inh: -1; GSTO1 counter: 1; LYPLA2 inh: -4; pPAFAH inh: 3

The whole of this part, from the first entry:
What do the screens show for `Cc1ccc(S(=O)(=O)n2ccc3cccnc32)cc1`?
PAFAH1B3 inh: 0; LYPLA1 inh: 5; PAD4 inh: -8; PREPL inhibitor: -2; PME-1 inh: -7; PAFAH1B2 inh: 7; GSTO1 counter: 0; LYPLA2 inh: 1; pPAFAH inh: 2

What do the screens show for `O=C1OCC=C1NNC(=O)c1cccnc1`?
PAFAH1B3 inh: 0; LYPLA1 inh: -1; PAD4 inh: -4; PREPL inhibitor: 14; PME-1 inh: -2; PAFAH1B2 inh: 3; GSTO1 counter: -6; LYPLA2 inh: 3; pPAFAH inh: 0

How did COc1ccccc1OCC(=O)Nc1ccc(S(=O)(=O)NC(C)=O)cc1 do in these assays?
PAFAH1B3 inh: 8; LYPLA1 inh: -1; PAD4 inh: 4; PREPL inhibitor: 8; PME-1 inh: -2; PAFAH1B2 inh: 0; GSTO1 counter: 2; LYPLA2 inh: 0; pPAFAH inh: 0

What do the screens show for `CN(C)CCCN(C(=O)c1ccc(S(=O)(=O)N(C)C)cc1)c1nc2ccc(F)cc2s1`?
PAFAH1B3 inh: 9; LYPLA1 inh: -5; PAD4 inh: 0; PREPL inhibitor: 20; PME-1 inh: 3; PAFAH1B2 inh: -1; GSTO1 counter: 1; LYPLA2 inh: -4; pPAFAH inh: 3

Results for COc1cccc(C(=O)Nc2cccc(C(=O)NCC(C)C)c2)c1 ?
PAFAH1B3 inh: 1; LYPLA1 inh: -1; PAD4 inh: 1; PREPL inhibitor: -2; PME-1 inh: -5; PAFAH1B2 inh: 5; GSTO1 counter: 0; LYPLA2 inh: 2; pPAFAH inh: -1

How did Cn1ncc(C#N)c1NC(=O)c1nn2cccnc2c1Cl do in these assays?
PAFAH1B3 inh: 1; LYPLA1 inh: -3; PAD4 inh: -1; PREPL inhibitor: 12; PME-1 inh: 1; PAFAH1B2 inh: 5; GSTO1 counter: 1; LYPLA2 inh: -3; pPAFAH inh: -6

How did COc1ccc(CN2CCN(c3ccccn3)CC2)cc1OCc1ccccc1 do in these assays?
PAFAH1B3 inh: 4; LYPLA1 inh: 1; PAD4 inh: -1; PREPL inhibitor: 8; PME-1 inh: 8; PAFAH1B2 inh: 5; GSTO1 counter: -1; LYPLA2 inh: 8; pPAFAH inh: 6

How did CC(=O)CCn1cc([N+](=O)[O-])nc1C do in these assays?
PAFAH1B3 inh: -3; LYPLA1 inh: -1; PAD4 inh: -3; PREPL inhibitor: -5; PME-1 inh: -2; PAFAH1B2 inh: 6; GSTO1 counter: -2; LYPLA2 inh: -1; pPAFAH inh: 6

How did COc1cc(C(=O)NCc2nnc(SCC(=O)Nc3cc(C)cc(C)c3)o2)cc(OC)c1OC do in these assays?
PAFAH1B3 inh: 3; LYPLA1 inh: -1; PAD4 inh: 1; PREPL inhibitor: 0; PME-1 inh: 1; PAFAH1B2 inh: 0; GSTO1 counter: -4; LYPLA2 inh: 7; pPAFAH inh: 6

How did CCOC(=O)[C@H]1[C@H]2COc3ccc(C)cc3[C@@H]2N2C(=O)CN(Cc3ccc(C)cc3)C(=O)[C@@]12C do in these assays?
PAFAH1B3 inh: -1; LYPLA1 inh: -2; PAD4 inh: 1; PREPL inhibitor: 1; PME-1 inh: 1; PAFAH1B2 inh: 2; LYPLA2 inh: -2; pPAFAH inh: 2

How did COc1ccc2oc(-c3ccccc3)c(C(N)=O)c2c1 do in these assays?
PAFAH1B3 inh: 4; LYPLA1 inh: 0; PAD4 inh: -1; PREPL inhibitor: -6; PME-1 inh: 0; PAFAH1B2 inh: 1; GSTO1 counter: 3; LYPLA2 inh: 4; pPAFAH inh: 6

What do the screens show for `CCC(=O)Nc1cccc(-c2cc3ccccc3oc2=O)c1`?
PAFAH1B3 inh: 9; LYPLA1 inh: 3; PAD4 inh: 4; PREPL inhibitor: -17; PME-1 inh: 8; PAFAH1B2 inh: 2; GSTO1 counter: 2; LYPLA2 inh: 7; pPAFAH inh: -3

How did CCOC(=O)c1c(C)[nH]c(C(=O)COC(=O)/C=C/c2cccc(OC)c2OC)c1C do in these assays?
PAFAH1B3 inh: 1; LYPLA1 inh: 1; PAD4 inh: 1; PREPL inhibitor: -8; PME-1 inh: -9; PAFAH1B2 inh: -1; GSTO1 counter: -3; LYPLA2 inh: 2; pPAFAH inh: 0

Results for O=C(Nc1ccncc1)c1cc(S(=O)(=O)N2CCCC2)ccc1Cl ?
PAFAH1B3 inh: 3; PAD4 inh: -3; PREPL inhibitor: 14; PAFAH1B2 inh: -1; pPAFAH inh: 2

What do the screens show for `CCOc1ccc(N(CC)C(=O)CCS(=O)(=O)c2cccc3nonc23)cc1`?
PAFAH1B3 inh: 12; LYPLA1 inh: -2; PAD4 inh: -2; PREPL inhibitor: -3; PME-1 inh: 2; PAFAH1B2 inh: 2; GSTO1 counter: 4; LYPLA2 inh: -2; pPAFAH inh: 3

What do the screens show for `CCCCNC(=O)CSc1nc(O)c(Cc2ccc(OC)cc2)c(=O)[nH]1`?
PAFAH1B3 inh: 9; LYPLA1 inh: 0; PAD4 inh: -1; PREPL inhibitor: -5; PME-1 inh: 1; PAFAH1B2 inh: 9; GSTO1 counter: 14; LYPLA2 inh: 9; pPAFAH inh: 3

What do the screens show for `COc1ccc(CN2CCC(CO)(CCOc3ccccc3)CC2)c(OC)c1C`?
PAFAH1B3 inh: 2; LYPLA1 inh: 2; PAD4 inh: -2; PREPL inhibitor: -11; PME-1 inh: 2; PAFAH1B2 inh: -4; GSTO1 counter: 4; LYPLA2 inh: -1; pPAFAH inh: -2

What do the screens show for `C#CCOC(=O)Nc1cnccc1C(F)(F)F`?
PAFAH1B3 inh: 5; LYPLA1 inh: -2; PAD4 inh: -2; PREPL inhibitor: 11; PME-1 inh: -1; PAFAH1B2 inh: 3; GSTO1 counter: 9; LYPLA2 inh: -4; pPAFAH inh: -2

What do the screens show for `CCC(=O)OC1(C#CCOc2ccc(OC)cc2)CCN(C)CC1`?
PAFAH1B3 inh: -1; LYPLA1 inh: 0; PAD4 inh: -1; PREPL inhibitor: 1; PME-1 inh: -2; PAFAH1B2 inh: 8; GSTO1 counter: 6; LYPLA2 inh: 8; pPAFAH inh: 1

What do the screens show for `CC(=O)N1CCC2(CC1)C/C(=N\NC(=S)Nc1ccccc1F)c1cc(O)ccc1O2`?
PAFAH1B3 inh: -3; LYPLA1 inh: 10; PAD4 inh: 1; PREPL inhibitor: 38; PME-1 inh: 16; PAFAH1B2 inh: 0; GSTO1 counter: -36; LYPLA2 inh: 19; pPAFAH inh: 13

How did CC1CCC/C(=N\NC(=O)Nc2ccccc2)C1 (configuration not stated) do in these assays?
PAFAH1B3 inh: -4; LYPLA1 inh: -3; PAD4 inh: -3; PREPL inhibitor: -5; PME-1 inh: -5; PAFAH1B2 inh: 0; GSTO1 counter: -1; LYPLA2 inh: -1; pPAFAH inh: -4

Results for O=C(NCC1CCCO1)c1cccnc1NCc1ccc(F)cc1 (configuration not stated) ?
PAFAH1B3 inh: 3; LYPLA1 inh: 1; PAD4 inh: 0; PREPL inhibitor: 10; PME-1 inh: 1; PAFAH1B2 inh: 2; GSTO1 counter: 7; LYPLA2 inh: 2; pPAFAH inh: 5

Results for COc1ccccc1CN1CC(C(=O)N2CCC(OC)CC2)CCC1=O (configuration not stated) ?
PAFAH1B3 inh: 2; LYPLA1 inh: 0; PAD4 inh: -1; PREPL inhibitor: -2; PME-1 inh: 0; PAFAH1B2 inh: 1; GSTO1 counter: 2; LYPLA2 inh: 0; pPAFAH inh: -3

How did COc1cccc(N2C(=NC(=O)c3ccccc3)SC3CS(=O)(=O)CC32)c1 (configuration not stated) do in these assays?
PAFAH1B3 inh: 1; LYPLA1 inh: -2; PAD4 inh: 0; PREPL inhibitor: 1; PME-1 inh: 2; PAFAH1B2 inh: -1; GSTO1 counter: -1; LYPLA2 inh: 0; pPAFAH inh: 2

What do the screens show for `COc1cccc(NC(=O)CN(C)C(=O)c2cccnc2Nc2cccc(C(F)(F)F)c2)c1`?
PAFAH1B3 inh: -5; LYPLA1 inh: -18; PAD4 inh: -3; PREPL inhibitor: -14; PME-1 inh: -30; PAFAH1B2 inh: -3; LYPLA2 inh: -33; pPAFAH inh: -5

How did CC(C)(C)NC(=O)COC(=O)c1ccccc1OCC(=O)Nc1ccc(Br)cc1 do in these assays?
PAFAH1B3 inh: 6; LYPLA1 inh: -2; PAD4 inh: 1; PREPL inhibitor: -1; PME-1 inh: -5; PAFAH1B2 inh: 2; GSTO1 counter: -5; LYPLA2 inh: 1; pPAFAH inh: -2

What do the screens show for `O=C(C1=C(O)C(=O)N(Cc2ccccc2)C1c1ccncc1)c1ccco1` (configuration not stated)?
PAFAH1B3 inh: 9; LYPLA1 inh: 0; PAD4 inh: -6; PREPL inhibitor: 1; PME-1 inh: 0; PAFAH1B2 inh: -3; GSTO1 counter: -3; LYPLA2 inh: -2; pPAFAH inh: 1

What do the screens show for `COc1ccc(CN(CC(=O)NCc2ccccc2)C(=O)CCC(=O)Nc2cc(C)ccn2)cc1`?
PAFAH1B3 inh: 6; LYPLA1 inh: -2; PAD4 inh: 1; PREPL inhibitor: 11; PME-1 inh: -3; PAFAH1B2 inh: 0; GSTO1 counter: 7; LYPLA2 inh: -10; pPAFAH inh: -8

What do the screens show for `COc1ccc(CN(C(=O)c2cc(=O)c3cc(C)cc(C)c3o2)C2CCS(=O)(=O)C2)cc1` (configuration not stated)?
PAFAH1B3 inh: 11; LYPLA1 inh: -3; PAD4 inh: 1; PREPL inhibitor: 2; PME-1 inh: 8; PAFAH1B2 inh: -2; GSTO1 counter: 4; LYPLA2 inh: -9; pPAFAH inh: 0

What do the screens show for `O=C(Nn1c(C2CCC2)nc2ccccc2c1=O)c1cccs1`?
PAFAH1B3 inh: 6; LYPLA1 inh: -3; PAD4 inh: -3; PREPL inhibitor: -7; PME-1 inh: 5; PAFAH1B2 inh: 6; GSTO1 counter: 6; LYPLA2 inh: -2; pPAFAH inh: 1

Screening data deposited in PubChem BioAssay by The Scripps Research Institute Molecular Screening Center.
